# DENV2 CPE rescue = inhibitors of DENV2 cytopathic effect, primary screen, cell-based, plate reader, single concentration. DENV2-infected cells, cytopathic effect rescue. CPE inhibition, % at 9.99 µM. 1.7% of 350,000 active. AID 651640, 2012; in the data active = CPE inhibition above about 20%, passing the limit was not always enough; inconclusive = no clear call, values can overlap the other calls; tested in BHK-21 cells;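 note: 0% = median of neutral control wells and 100% = median of positive control wells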
# EWS-Fli block = EWS/Fli-driven NR0B1 reporter inhibitors, primary screen, A673 cells, NR0B1 luciferase, luminescence, MLPCN library | 0.67% of 350,000 active | viability-normalised | inhibition, % at 12.6 µM;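 active = mean inhibition of at least 50% after viability correction, with every replicate also passing that limit; inconclusive = mean reaches 50% but only one of two replicates passes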;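 note: firefly luciferase signal divided by Alamar Blue viability fluorescence both relative to DMSO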
# GSIS activator = GLuc luminescence reporter in INS-1E cells, primary screen for activators of glucose-dependent secretion of insulin. INS-1E GLuc reporter insulin secretion, 2-3 h. activation, % at 16.6 µM. 0.61% of 370,000 active. AID 743287, 2014;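 active = lowest replicate activation of at least 40%, so every replicate reaches that level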;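 note: 0% = median of neutral control wells and 100% = median of IBMX positive control wells; some compounds called inactive have numbers as strong as hits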
# XiGFP reactiv = activators of inactive X chromosome reactivation, primary screen, imaging, XiGFP fibroblasts, GFP high-content imaging, set 2. XiGFP mouse fibroblasts, % GFP-positive cells imaging, 3 d; cells co-treated with 5-aza-dC sensitizer; scaled so ellipticine positive control = 100%. 0.055% of 360,000 active. activation, % at 7.58 µM;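 active = mean normalized replicate activation at least 10% and every replicate at or above 10%; inconclusive = only one of the two criteria met; inactive = mean below 10% and not all replicates reach 10%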;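 note: 0% = median of on-plate neutral control wells and 100% = ellipticine 6 µM median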
#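 Material: XiGFP fibroblasts, SV40-immortalized; Buffer or medium: DMEM containing 5-aza-dC; Compound dosing: single point; Times: 3 days compound exposure.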
# CFTR F508del cor = F508del CFTR correction, initial screen, CFBE line, single point; CFBE cells, YFP halide quenching; stimulated with forskolin plus potentiator P3; % fluorescence drop versus neutral controls; activity (quench increase), % at 7.58 µM; 0.36% of 350,000 active;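 active = mean added fluorescence quench of at least 8% versus neutral control, with both replicates also reaching 8%; inconclusive = only one of the mean or replicate conditions met; inactive = mean below 8% and not both replicates reaching 8%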;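 note: cells transiently co-express mutant CFTR-F508del with the halide-sensitive YFP; corrector assay measuring rescue of mutant channel to the surface after 24 h compound exposure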
# ERp5 block = inhibitors of ERp5-driven insulin aggregation, primary screen, biochemical, turbidity, absorbance 650 nm, single point | Protein disulfide-isomerase A6 (Homo sapiens), Q15084 | 90 min | inhibition, % at 9.99 µM | 0.05% of 350,000 active | AID 651711, 2012;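 active = mean replicate inhibition above about 25%, with every replicate also reaching it, limit read from the data, passing the limit was not always enough; inconclusive = only one of those two criteria met; inactive = neither criterion met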
# Target sequence (Q15084 whole entry, looked up): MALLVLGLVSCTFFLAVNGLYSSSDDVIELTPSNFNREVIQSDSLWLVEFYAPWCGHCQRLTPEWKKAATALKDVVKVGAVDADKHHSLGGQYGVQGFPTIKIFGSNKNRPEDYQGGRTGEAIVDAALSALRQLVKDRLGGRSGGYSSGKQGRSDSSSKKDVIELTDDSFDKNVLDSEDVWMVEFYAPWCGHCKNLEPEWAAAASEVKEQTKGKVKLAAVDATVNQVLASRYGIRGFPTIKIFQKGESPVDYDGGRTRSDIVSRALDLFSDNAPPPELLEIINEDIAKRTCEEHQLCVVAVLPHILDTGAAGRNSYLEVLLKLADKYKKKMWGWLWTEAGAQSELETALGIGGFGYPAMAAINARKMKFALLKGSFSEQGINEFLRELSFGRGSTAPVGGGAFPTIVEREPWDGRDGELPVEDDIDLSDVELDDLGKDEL
# ARNT-TACC3 inh = disruptors of ARNT/TACC3 protein interaction, primary screen, biochemical, AlphaScreen, single concentration. AID 623870, 2012. AlphaScreen His-ARNT PAS-B/GST-TACC3 binding, luminescence; TACC3 fragment carries E629A point mutation. inhibition, % at 9.99 µM. 0.66% of 390,000 active. Transforming acidic coiled-coil-containing protein 3 (Homo sapiens), Q9Y6A5;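 active = mean inhibition of replicates at least 50% and at least half of replicates each reaching 50%; inconclusive = half or more replicates reach 50% but mean below 50%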;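 note: 0% = complete ARNT plus TACC3 wells and 100% = ARNT alone without TACC3; many hits fall short of the cut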
# PAX8 inh HTS = inhibitors of PAX8-driven TPO luciferase reporter, primary screen, RMG-I cells, single concentration | SteadyGlo, 24 h | inhibition, % at 12.6 µM | 1.2% of 360,000 active;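 active = mean replicate inhibition at least 60% with every replicate also reaching 60%; inconclusive = only one of the two criteria is met; inactive = mean below 60% and not all replicates reaching 60%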;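 note: luciferase light reporting Pax8 driven TPO promoter activity; plate controls were median of neutral control wells for no effect and mitoxantrone controls for full effect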
# An asterisk follows results filed as active; ? = inconclusive; . = no result given.
compound,DENV2 CPE rescue,EWS-Fli block,GSIS activator,XiGFP reactiv,CFTR F508del cor,ERp5 block,ARNT-TACC3 inh,PAX8 inh HTS
O=C(Cc1ccccc1[N+](=O)[O-])Nc1ccc(S(=O)(=O)N2CCCC2)cc1,-10.8,4.3,2.2,0.2,3.4,11.8,-0.7,15.0
CC(=O)C[C@H](O)CC(=O)[C@H]1OC(=O)CCCCCCc2ccccc21,-5.1,3.0,-2.0,0.0,-0.5,1.2,1.9,14.1
O=C(c1ccc(C(F)(F)F)cc1)C1CCCN(C(=O)Cn2cncn2)C1 (configuration not stated),-2.0,4.1,-1.8,0.1,0.6,1.5,-3.3,-5.5
C[C@H]1CN([C@@H](C)CO)C(=O)c2cc(NS(=O)(=O)c3cn(C)cn3)ccc2O[C@@H]1CN(C)C(=O)Nc1ccccc1,3.7,-0.6,-4.0,0.1,-0.2,12.6,-2.3,.
CC(C)NCC(O)c1ccc(NS(C)(=O)=O)cc1 (configuration not stated),7.9,-0.1,.,0.1,-1.4,-1.9,3.0,-1.1
COc1ccc(S(=O)(=O)N(C)C)cc1NS(=O)(=O)c1ccc(F)c(F)c1F,.,.,-2.8,0.0,.,.,-1.9,-0.1
C[C@H]1CN([C@@H](C)CO)C(=O)Cc2cc(NC(=O)CCN3CCOCC3)ccc2O[C@H]1CN(C)Cc1ccc(C(=O)O)cc1,-6.4,-2.4,13.6,0.2,-0.8,.,17.5,-27.9
COc1ccc(NC(=S)NC(=O)c2cc3ccccc3o2)c(OC)c1,-1.5,-2.4,7.2,-0.1,-0.7,-6.6,3.1,-6.6
Cc1ccc(NC(=O)C[n+]2cc(-c3ccc(C)cc3)n3c2CCC3)cc1,-8.7,9.5,.,0.0,-0.1,1.4,-3.8,12.7
CCC1(CC)NC(=O)N(CC(=O)Nc2ccc(S(=O)(=O)N3CCOCC3)cc2)C1=O,0.9,-1.5,.,0.0,-1.6,0.3,-4.6,-4.2
O=C(c1cccc(F)c1)N1CC2(C1)[C@H](c1ccccc1)[C@@H](CO)N2Cc1ccccn1,-13.1,2.2,9.8,0.1,-1.6,-1.5,.,-8.2
NC(=O)c1c(NC(=O)COC(=O)c2ccc(S(=O)(=O)Nc3ccccc3)cc2)sc2c1CCCC2,1.6,4.5,-4.5,0.1,-0.1,0.3,-15.7,15.8
C[C@@H]1CN([C@H](C)CO)C(=O)c2cc(NC(=O)Nc3ccccc3)ccc2O[C@H]1CN(C)C(=O)Nc1ccccc1,-5.5,4.6,12.4,-1.2,-1.5,-2.9,-20.6,-3.8
Cc1ccc(N2NC3(CCN(C(N)=O)CC3)NC2=O)cc1,?,-0.1,-15.3,0.0,-0.3,20.4,.,15.2
O=C(Nc1ccccc1N1CCCC1)c1ccccc1Cl,-10.5,24.4,-4.3,-0.1,-3.3,-0.7,-1.8,-20.7
Cc1cc(NC(=O)CCC(=O)N(CC(=O)NCC2CCCO2)c2ccc(C)c(C)c2)no1 (configuration not stated),-6.6,0.3,-5.9,0.0,1.0,1.7,1.7,8.8
Cc1ccc(CN2C(=O)C(F)(F)Oc3ccccc32)cc1,-0.8,-3.1,10.4,0.0,-0.2,0.2,.,5.5
Cc1ccc(C)c(NC(=O)C(=O)NCC2CCCN2S(=O)(=O)c2cccs2)c1 (configuration not stated),4.3,4.9,-21.9,-0.1,1.0,8.9,0.6,-2.2
C[C@H]1CN([C@@H](C)CO)C(=O)c2cccc(NC(=O)C3CC3)c2O[C@H]1CN(C)C(=O)NC1CCCCC1,-4.1,-6.9,8.7,-0.8,-0.4,5.1,-27.2,-18.7
O=[N+]([O-])c1ccc2nc(NS(=O)(=O)c3ccc(Cl)cc3)sc2c1,-3.4,-3.6,12.6,0.2,2.8,1.0,0.0,12.5
Clc1cccc(Cc2c(-c3cccc(Br)c3)nc3ccc(Br)cn23)c1,-12.5,-71.7,-13.0,-0.1,-0.2,2.4,.,-100.7
NC(=O)c1nsc(C(=O)N(CC(=O)NC2CCCCC2)Cc2ccc(F)cc2)c1N,1.4,-19.0,16.5,0.0,-1.3,-0.4,-4.3,-87.2
COc1cc2ccccc2cc1C(=O)N/N=C/c1ccc2c(c1)OCO2,-1.1,26.8,-16.1,-0.1,6.2,-7.1,-2.8,19.2
CO[C@H]1CN(C)C(=O)c2ccc(NS(C)(=O)=O)cc2OC[C@H](C)N(C)C[C@H]1C,-3.0,-4.7,11.2,0.2,3.8,-1.2,-1.6,.
COc1ccccc1/C=N/NC(=O)c1[nH]c(C)c(C(=O)N/N=C/c2ccccc2OC)c1C,.,0.0,17.2,-0.1,0.5,.,0.0,11.8
O=C(CCNC(=O)c1ccccc1Cl)Nc1ccc(Cl)c(C(F)(F)F)c1,.,.,-16.6,1.0,.,.,5.7,5.9
COC(=O)C1CCN(c2cc(=O)n(-c3ccc(OC)cc3)c(=O)[nH]2)CC1,-1.1,3.2,.,0.6,0.9,-2.5,-20.1,-10.7
C[C@H](CO)N1C[C@H](C)[C@@H](CN(C)Cc2ccc(C(F)(F)F)cc2)OCCCC[C@H](C)Oc2ccc(NC(=O)Cc3ccccc3)cc2C1=O,-3.3,6.6,-1.0,0.1,2.8,.,-0.1,79.8*
COc1ccc(Nc2nc3cc(C)ccc3cc2C#N)c(OC)c1,1.9,43.5,7.0,0.3,.,-0.7,2.3,-8.3
CC(C)N1CCN(Cc2cc3ccccc3[nH]2)CC1CCO (configuration not stated),-4.1,10.4,2.0,-0.1,0.5,1.5,1.2,14.4
CC(C)[C@H](NC(=O)OCc1ccccc1)C(=O)OCc1cc(=O)oc2cc(O)ccc12,4.3,.,3.5,0.0,5.2,-1.9,-5.5,6.6
c1ccc2sc(Nc3nc4cc5c(cc4s3)OCO5)nc2c1,.,.,0.0,0.3,.,.,3.5,-238.7
CC(C)C(=O)Nc1ccc2c(c1)C(=O)N(C)[C@H]1CC[C@@H](CC(=O)NCc3cccc(F)c3)O[C@H]1CO2,7.1,5.8,-7.0,0.2,-0.3,.,-1.4,-2.9
O=C(c1ccc(F)cc1)N(NC(=O)C(O)(c1ccccc1)c1ccccc1)c1ccccc1,-2.2,5.3,7.4,0.1,0.0,1.7,.,-15.5
COc1ccccc1CNC(=O)CN(C)CC(=O)Nc1ccc(F)c(F)c1F,8.2,-12.8,-6.5,0.6,-0.4,1.2,3.4,-3.1
NC(=O)c1cccc(Nc2nc(C(N)CCc3ccccc3)cs2)n1 (configuration not stated),-10.2,7.2,32.7,0.0,1.1,-2.7,.,-14.6
Cc1ccc(S(=O)(=O)NC2(C(F)(F)F)C(=O)Nc3c2c(=O)[nH]c(=O)n3-c2ccccc2)cc1 (configuration not stated),.,.,-2.9,0.0,.,.,-1.1,1.4
CCCCNC(=O)C1(C)CCN1C(=O)c1ccc(OC)c(F)c1 (configuration not stated),-1.0,-1.3,-3.6,0.2,-2.1,2.2,.,5.9
COc1ccc(COC(=O)N/C=C/c2ccco2)cc1,9.1,-3.2,-3.5,0.0,1.2,-4.3,-17.4,6.9
CCc1cc(C(=O)OCC(=O)N2CCC(c3ccccc3)=N2)sc1C,3.1,-6.2,-17.1,0.0,2.8,7.0,-2.8,-7.4
O=[N+]([O-])c1ccc(NCCCNS(=O)(=O)c2ccccc2)cc1,-6.5,5.1,-13.3,0.0,-2.1,-0.1,-0.1,13.2
O=C(CCNC(=O)c1ccc(Cl)cc1)Nc1cccc(S(=O)(=O)N2CCCCCC2)c1,?,13.5,-49.2,0.2,0.9,1.4,12.3,18.7
O=C(NCC[C@@H]1CC[C@H](NC(=O)c2ccc3c(c2)OCO3)[C@H](CO)O1)Nc1cc(F)ccc1F,?,1.5,-13.5,-0.1,-2.3,2.8,-8.2,7.5
Cc1onc(-c2ccccc2)c1CNC(=O)Nc1cccc(Cl)c1,-3.9,-7.5,-37.5,-0.1,0.5,-2.4,-19.1,16.1
CC1=C(C(=O)N(C)C)C(c2ccccc2OC(F)F)NC(=O)N1 (configuration not stated),-3.1,-1.7,2.4,0.2,-2.1,-3.4,-2.8,11.2
O=C(c1ccco1)N1CCN(c2ccc([N+](=O)[O-])c(N3CCOCC3)c2)CC1,.,4.6,-4.2,0.3,-0.6,0.7,5.3,-6.4
C[C@@H]1CN([C@@H](C)CO)S(=O)(=O)c2ccc(-c3ccc(C(=O)N(C)C)cc3)cc2O[C@H]1CN(C)C(=O)Cc1ccccn1,-1.9,-6.1,-0.6,-0.2,0.1,-2.6,-0.5,6.3
CCCNC(=O)C[C@@H]1C[C@H]2c3cc(NC(=O)CN(C)C)ccc3O[C@H]2[C@@H](CO)O1,64.6*,-0.7,-4.4,-0.1,-1.9,.,-8.1,-6.6
Cn1cnc(S(=O)(=O)N2CCN(C(c3ccccc3)c3ccccc3)CC2)c1,6.3,.,-6.6,0.1,-1.2,-6.5,-9.3,-1.0
O=C(Nc1ccc(F)cc1)c1ccc2c(=O)n(CC3CCCO3)c(=S)[nH]c2c1 (configuration not stated),6.8,21.3,5.0,-0.1,0.4,5.7,-15.3,-0.6
N#C[C@H]1[C@H](c2ccc(C#Cc3ccc(F)cc3)cc2)[C@H](CO)N1C(=O)Cc1ccncc1,6.8,-22.0,-26.7,-0.1,-0.2,0.7,3.7,12.3
COc1ccc(-n2nc([N+](=O)[O-])c(=NCc3ccco3)n2O)cc1,2.4,-8.4,-4.8,0.2,3.8,-3.8,-4.1,-130.9
CS(=O)(=O)c1ccc(C(=O)N2CCN(C(=O)c3ccco3)CC2)cc1,10.3,-1.6,12.7,0.3,-5.1,0.3,-3.7,0.7
CCCC(=O)Nc1ccc2c(c1)C(=O)N(C)C[C@H](OC)[C@@H](C)CN(Cc1nccs1)[C@@H](C)CO2,7.9,6.7,-9.5,-0.1,-1.6,-2.9,-2.2,-5.9
CC(=O)NCc1ccc(C(=O)COC(=O)COc2ccccc2)s1,-8.0,-5.4,0.8,-0.1,-2.3,2.2,-4.1,3.8
CCn1c2nc(SCCN3CCOCC3)nnc2c2cc(C)cc(C)c21,?,-0.5,23.5,-0.1,2.2,0.5,30.6,12.0
CN(C)CC#Cc1ccc([C@@H]2[C@H]3CN(C(=O)c4ccc5c(c4)OCO5)CCCCN3[C@H]2CO)cc1,1.8,-6.0,2.2,0.0,0.3,-2.8,0.1,4.8
C[C@@H]1CN([C@@H](C)CO)C(=O)c2cccc(NC(=O)c3nc4ccccc4s3)c2O[C@H]1CN(C)Cc1ccc(C(=O)Nc2ccccc2N)cc1,-2.9,14.3,13.4,0.1,4.3,-3.2,28.8,.
CCOC(=O)c1c(CN(C)C)n(-c2ccccc2)c2cc(Br)c(O)cc12,.,-1.7,-10.6,0.0,0.1,4.5,-0.8,17.7
O=[N+]([O-])c1cccc(S(=O)(=O)Nc2nc3ccccc3nc2Nc2cccc(S(=O)(=O)N3CCCCC3)c2)c1,-2.4,22.0,-25.0,0.0,.,-4.9,-5.4,8.9

# Screens deposited in PubChem by Broad Institute.
